Pf apPOL inh: Pf-apPOL DNA polymerase inhibition; Recombinant Pf-apPOL, molecular beacon fluorescence, 1.5 h; inhibition, % at 10 µM; hit rate 0.25% among 210,000
mHTT-CaM PPI inh: inhibitors of human mutant huntingtin-calmodulin interaction | P42858 | AlphaScreen His-mHTT/GST-CaM binding, luminescence | inhibition, % at 15 µM | hit rate 3.6% among 190,000;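 also: 0% = both proteins with DMSO and 100% = one protein alone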
Numbers without * were called inactive; & = joins results of further samples. Rule as the data show it: active = inhibition above about 50%; inactive = the rest.

Results for CC(C)(C)C1CC=C2C(C1)C(c1ccsc1)C(C#N)=C(N)C2(C#N)C#N (stereo not given) ?
mHTT-CaM PPI inh: -1

What do the screens show for `CC(C)NC(=O)N1CCCC1c1ccccc1Cl` (stereo not given)?
Pf apPOL inh: 0; mHTT-CaM PPI inh: 3

What do the screens show for `CC(=O)N(C)c1ccc(NC(=O)c2ccc([N+](=O)[O-])cc2Cl)cc1`?
Pf apPOL inh: -8; mHTT-CaM PPI inh: -2

What do the screens show for `Cc1ccc(-c2cnc(N3CCCC(C(=O)NCCC4=CCCCC4)C3)nc2)cc1` (stereo not given)?
Pf apPOL inh: 6; mHTT-CaM PPI inh: -6

Results for CCNC(=O)c1ccc2c(c1)n(C)c(=O)c1ccnn12 ?
Pf apPOL inh: -2; mHTT-CaM PPI inh: -2

Results for COc1ccc(C2=NC3(CCN(CC(=O)Nc4ccccc4F)CC3)NC2=O)cc1 ?
Pf apPOL inh: 1; mHTT-CaM PPI inh: 11

How did COCCCNC(=O)NCCC1CCN(C(=O)NC2CCCCC2)CC1 do in these assays?
Pf apPOL inh: -3; mHTT-CaM PPI inh: -6

Results for Cc1[nH]nc(CCc2ccccc2)c1NC(=O)C1CCCCC1 ?
Pf apPOL inh: 6; mHTT-CaM PPI inh: -4

What do the screens show for `O=C1C(=Cc2ccco2)Oc2c1ccc1c2CN(Cc2ccc3c(c2)OCO3)CO1`?
Pf apPOL inh: -7; mHTT-CaM PPI inh: 48

What do the screens show for `CCCC(=O)Nc1c2c(nn1-c1ccc(Cl)cc1)CS(=O)(=O)C2`?
Pf apPOL inh: -2; mHTT-CaM PPI inh: -1

Results for Cc1ccnc(N2CCC(C(=O)NCC3CCN(Cc4cccc(Cl)c4)CC3)CC2)n1 ?
Pf apPOL inh: 4; mHTT-CaM PPI inh: 7

Results for CCOc1cc(C2C3=C(CC(C)(C)CC3=O)OC3=C2C(=O)CC(C)(C)C3)ccc1O ?
Pf apPOL inh: -7; mHTT-CaM PPI inh: 9

What do the screens show for `CN(C)c1ccc(C(=O)N2N=C(c3ccc(Br)cc3)CC2(O)C(F)(F)F)cc1` (stereo not given)?
Pf apPOL inh: -2; mHTT-CaM PPI inh: 13

How did COc1cccc(CNc2cccc(F)c2)c1OC do in these assays?
Pf apPOL inh: 0; mHTT-CaM PPI inh: -20

What do the screens show for `O=C(O)c1ccc2c(c1)ncn2-c1ccc(OCc2ccccc2)cc1`?
Pf apPOL inh: -10; mHTT-CaM PPI inh: 1

What do the screens show for `Cc1cc(C)c(S(=O)(=O)Nc2ccccc2Cl)c(C)c1`?
Pf apPOL inh: 1; mHTT-CaM PPI inh: -30

What do the screens show for `CCC(=O)c1ccc(OCC(=O)N2CCCC2)c(OC)c1`?
Pf apPOL inh: -7; mHTT-CaM PPI inh: 1

How did O=C(NCc1ccco1)/C(=C\c1ccc2c(c1)OCO2)NC(=O)c1ccc(Br)o1 do in these assays?
Pf apPOL inh: -4&-2; mHTT-CaM PPI inh: 3&-4

Results for COc1ccc(/C=C2\Cc3ccccc3C2=O)c(OC)c1OC ?
Pf apPOL inh: -3; mHTT-CaM PPI inh: 10

What do the screens show for `Nc1cc(C2CCN(C(=O)c3cccnc3)CC2)no1`?
Pf apPOL inh: -3; mHTT-CaM PPI inh: 1

What do the screens show for `CCSc1nnc(NC(=O)c2cc(Cl)ccc2OC)s1`?
Pf apPOL inh: -3; mHTT-CaM PPI inh: 0

What do the screens show for `Cc1ccc(-c2nc(S(=O)(=O)c3ccccc3)c(SCC(=O)NCC3CCCO3)o2)cc1` (stereo not given)?
Pf apPOL inh: 4; mHTT-CaM PPI inh: 10

Results for CCc1cccc(C)c1NC(=O)C1CCN(c2nccc(C)n2)CC1 ?
Pf apPOL inh: -2; mHTT-CaM PPI inh: -1

What do the screens show for `CC(=O)N=C1SCCN1CC(=O)c1cccc(C(F)(F)F)c1`?
Pf apPOL inh: -2; mHTT-CaM PPI inh: 2

How did Cc1ccc(C)c(NS(=O)(=O)c2ccc(NS(=O)(=O)c3ccccc3[N+](=O)[O-])cc2)c1 do in these assays?
Pf apPOL inh: -7; mHTT-CaM PPI inh: 9

Results for Cc1ccc(C(=O)N2CCCC(COc3ccc(C(=O)N4CCCC4)cc3)C2)cc1C (stereo not given) ?
Pf apPOL inh: -2; mHTT-CaM PPI inh: 19

What do the screens show for `CC(=O)c1cccc(N2C(=O)C3C(C2=O)C2(C)c4ccccc4C3(C)c3ccccc32)c1` (stereo not given)?
Pf apPOL inh: 4; mHTT-CaM PPI inh: 9

How did O=c1cc(-c2ccccc2)cc(-c2ccccc2)o1 do in these assays?
Pf apPOL inh: -13

What do the screens show for `O=C(O)CC1(CC(=O)Nc2ccc3sccc3c2)CCCCC1`?
Pf apPOL inh: -12

What do the screens show for `COCC(=O)Nc1ccc(-c2ccc3nnc(-c4ccncc4)n3n2)cc1`?
Pf apPOL inh: -3; mHTT-CaM PPI inh: -4

Reprinted at random: 5 compounds from above, in no set order.
How did O=c1cc(-c2ccccc2)cc(-c2ccccc2)o1 do in these assays?
Pf apPOL inh: -13

How did Cc1ccc(C)c(NS(=O)(=O)c2ccc(NS(=O)(=O)c3ccccc3[N+](=O)[O-])cc2)c1 do in these assays?
Pf apPOL inh: -7; mHTT-CaM PPI inh: 9

What do the screens show for `CCC(=O)c1ccc(OCC(=O)N2CCCC2)c(OC)c1`?
Pf apPOL inh: -7; mHTT-CaM PPI inh: 1

What do the screens show for `Cc1ccc(-c2nc(S(=O)(=O)c3ccccc3)c(SCC(=O)NCC3CCCO3)o2)cc1` (stereo not given)?
Pf apPOL inh: 4; mHTT-CaM PPI inh: 10

What do the screens show for `Nc1cc(C2CCN(C(=O)c3cccnc3)CC2)no1`?
Pf apPOL inh: -3; mHTT-CaM PPI inh: 1

Further compounds follow:
What do the screens show for `COc1cc(/C=C/C(=O)O)cc(S(=O)(=O)NCc2ccco2)c1OC`?
Pf apPOL inh: 9; mHTT-CaM PPI inh: 6

What do the screens show for `CC(=O)Nc1c2c(nn1-c1ccc(C)cc1)CS(=O)(=O)C2`?
Pf apPOL inh: -1; mHTT-CaM PPI inh: 0

How did O=S(=O)(c1c(F)cccc1F)N1CC(c2nc(C3CC3)no2)C1 do in these assays?
Pf apPOL inh: -9; mHTT-CaM PPI inh: -16

What do the screens show for `CS(=O)(=O)N(Cc1ccccc1Cl)c1ccc(C(=O)NCc2cccnc2)cc1`?
Pf apPOL inh: -2; mHTT-CaM PPI inh: -2

How did COc1ccc2c(c1OC)C(=O)OC2Nc1ccc(Br)cc1 (stereo not given) do in these assays?
Pf apPOL inh: -1; mHTT-CaM PPI inh: -3

How did Cc1ccc2c(c1)C(O)(CC(=O)c1ccc(Br)cc1)C(=O)N2 (stereo not given) do in these assays?
Pf apPOL inh: -4; mHTT-CaM PPI inh: 1

Results for O=C1c2cccc3cccc(c23)C(=O)N1CC1CCCO1 (stereo not given) ?
Pf apPOL inh: -6; mHTT-CaM PPI inh: -5

What do the screens show for `CCN(CC)C(=O)C1CCCN(Cc2ccc3c(c2)OCO3)C1` (stereo not given)?
Pf apPOL inh: -2; mHTT-CaM PPI inh: -5

How did CCN1CCN(c2nc3c(c(=O)n(C)c(=O)n3C)n2Cc2ccccc2Cl)CC1 do in these assays?
Pf apPOL inh: -15; mHTT-CaM PPI inh: -1

What do the screens show for `CCc1ccccc1N(CC)C(=O)C1CCN(c2ncnc3c2nc2n3CCCCC2)CC1`?
Pf apPOL inh: -2; mHTT-CaM PPI inh: 18

How did CCc1csc2nc(C)c(NC(=O)c3ccccc3C)c(=O)n12 do in these assays?
Pf apPOL inh: -2; mHTT-CaM PPI inh: -4

What do the screens show for `O=C(Nc1c(C(=O)Nc2ccccc2)cnn1-c1ccccc1)c1ccccc1`?
Pf apPOL inh: 3; mHTT-CaM PPI inh: 11

Results for Cc1ccccc1N/C=C(\C#N)c1nc(-c2cccc([N+](=O)[O-])c2)cs1 ?
Pf apPOL inh: 1; mHTT-CaM PPI inh: -1

How did CN(C)CCCN1C(=O)C(=O)C(=C(O)c2ccccc2)C1c1ccc([N+](=O)[O-])cc1 (stereo not given) do in these assays?
Pf apPOL inh: -3; mHTT-CaM PPI inh: 2

What do the screens show for `COc1ccccc1N1C(=O)CC(N2CCN(Cc3ccccc3)CC2)C1=O` (stereo not given)?
Pf apPOL inh: -9&-4; mHTT-CaM PPI inh: -12&2

Results for Cc1c(Br)c([N+](=O)[O-])nn1CCCC(=O)N1CCN(c2ccccc2)CC1 ?
Pf apPOL inh: 0; mHTT-CaM PPI inh: -1

What do the screens show for `O=C(Oc1ccc2c(=O)c(-c3ccc(Cl)cc3)coc2c1)c1ccc([N+](=O)[O-])cc1`?
Pf apPOL inh: -1; mHTT-CaM PPI inh: -4

Results for N=C(N)SCc1csc2c1CCCC2 ?
mHTT-CaM PPI inh: 5

What do the screens show for `O=C1C[C@@H]2c3c(cccc3CN1Cc1ccc(Br)cc1)C[C@@H](O)[C@H]2O`?
Pf apPOL inh: -10; mHTT-CaM PPI inh: 12

How did CS(=O)(=O)N1CCC(C(=O)Nc2ccccc2NC(=O)c2ccsc2)CC1 do in these assays?
Pf apPOL inh: -4; mHTT-CaM PPI inh: 4

What do the screens show for `O=C(C1CCCC1)N1CCc2nc(-c3ccc(Cl)cc3)ncc2C1`?
Pf apPOL inh: -5; mHTT-CaM PPI inh: -7

Results for Fc1ccc(CN2CC[C@H]3C=CCc4cccc(c43)C2)cc1 ?
Pf apPOL inh: -8; mHTT-CaM PPI inh: -2

How did Cc1nccn1S(=O)(=O)c1ccc(Br)cc1 do in these assays?
Pf apPOL inh: 1; mHTT-CaM PPI inh: -4

Results for CCCCC(CC)C(=O)NC(C)COC (stereo not given) ?
mHTT-CaM PPI inh: -5

How did Cc1ccc(C(=O)CSc2nc(N)c(C(=O)c3ccc(C)cc3)s2)cc1 do in these assays?
Pf apPOL inh: 6

What do the screens show for `CCOc1ccc2nc(NC(=O)c3ccc(OC)cc3)sc2c1`?
Pf apPOL inh: -1; mHTT-CaM PPI inh: -5

Results for CC(C)c1ccc(N2CC(C(=O)NC3CCN(C)CC3)CC2=O)cc1 (stereo not given) ?
Pf apPOL inh: 0; mHTT-CaM PPI inh: 11

What do the screens show for `CCOc1ccc(-n2nc(C(=O)Nc3cccc(C)n3)c3ccccc3c2=O)cc1`?
Pf apPOL inh: -5; mHTT-CaM PPI inh: -6

How did CCCc1cc2c(=O)c(-c3ccc4c(c3)OCCCO4)c(C)oc2cc1O do in these assays?
Pf apPOL inh: 10; mHTT-CaM PPI inh: 2

How did COc1ccc(OC)c(CNC(=O)C2CCCN(S(=O)(=O)N3CCC(C)CC3)C2)c1 (stereo not given) do in these assays?
Pf apPOL inh: -19; mHTT-CaM PPI inh: 26

Results for Cc1ccc(NC(=O)N2CCCC2c2ccccc2F)cc1 (stereo not given) ?
Pf apPOL inh: -6; mHTT-CaM PPI inh: -9

What do the screens show for `CCN1C(=O)c2cccnc2Sc2cc(C(=O)NCc3ccc(F)cc3)ccc21`?
Pf apPOL inh: -25; mHTT-CaM PPI inh: 5

How did NC(=O)CSc1nc2c(c(=O)n1-c1ccccc1)C1(CCCCC1)Cc1ccccc1-2 do in these assays?
Pf apPOL inh: 7; mHTT-CaM PPI inh: -6

How did CCC(=O)N1CCc2sc(C(=O)NCc3ccc(OC)cc3)cc2C1 do in these assays?
Pf apPOL inh: -1; mHTT-CaM PPI inh: -3

How did COc1ccc(C2C(C(=O)Nc3ccc(Br)cc3C)c3ccccc3C(=O)N2C)cc1 (stereo not given) do in these assays?
Pf apPOL inh: -2; mHTT-CaM PPI inh: 7

Results for COc1ccc2c(c1)CCC(C1(O)C(=O)N(C)c3ccccc31)C2=O (stereo not given) ?
Pf apPOL inh: -3; mHTT-CaM PPI inh: 10

Results for COc1ccc(NC(=O)c2n[nH]c(=O)c3ccccc23)cc1OC ?
Pf apPOL inh: -3; mHTT-CaM PPI inh: 2

Results for O=C(C1CCC(CNS(=O)(=O)c2ccc(Br)s2)CC1)N1CCCC1 (stereo not given) ?
Pf apPOL inh: -9; mHTT-CaM PPI inh: -4

What do the screens show for `CCC(=O)NCc1nc2c(n1C)CN(C(=O)c1ccccc1C(F)(F)F)CC2`?
Pf apPOL inh: -3; mHTT-CaM PPI inh: 3

Results for CCN(CC)CCNC(=O)c1cc2cc3ccc(OC)cc3nc2o1 ?
Pf apPOL inh: -2; mHTT-CaM PPI inh: -3

Results for Cc1ccnc(NS(=O)(=O)c2ccc(NS(=O)(=O)c3cccs3)cc2)n1 ?
Pf apPOL inh: -11; mHTT-CaM PPI inh: -3

How did O=C(NCc1csc(-c2cccs2)n1)C1CCN(C(=O)c2ccc(F)cc2)CC1 do in these assays?
Pf apPOL inh: 6; mHTT-CaM PPI inh: 2

Results for COc1ccc2c(c1)C1C=CCC1C(C(=O)O)N2 (stereo not given) ?
Pf apPOL inh: 2; mHTT-CaM PPI inh: 100*

Results for O=C(Nc1cccc(Cl)c1)c1cc2n(n1)CCCN(Cc1ccccc1)C2=O ?
Pf apPOL inh: -3; mHTT-CaM PPI inh: -8

Results for CC12CC(NC(=O)N1c1cccc(C(=O)Nc3ccc(F)cc3)c1)c1cc(Cl)ccc1O2 (stereo not given) ?
Pf apPOL inh: -2; mHTT-CaM PPI inh: 39

Grouped by structure: the entries above containing an NH in an aromatic ring.
Results for Cc1[nH]nc(CCc2ccccc2)c1NC(=O)C1CCCCC1 ?
Pf apPOL inh: 6; mHTT-CaM PPI inh: -4

Results for COc1ccc(NC(=O)c2n[nH]c(=O)c3ccccc23)cc1OC ?
Pf apPOL inh: -3; mHTT-CaM PPI inh: 2

More results follow:
How did CCc1ccc(NC(=O)CCS(=O)(=O)c2ccc(Br)s2)cc1 do in these assays?
Pf apPOL inh: -6; mHTT-CaM PPI inh: -7

How did Cc1ccccc1/C=C1\N=C(c2ccc(F)cc2)OC1=O do in these assays?
Pf apPOL inh: 1; mHTT-CaM PPI inh: -2

How did Cc1ccc(-c2nnc(-c3cccnc3N3CCCC3)o2)cc1 do in these assays?
Pf apPOL inh: -6; mHTT-CaM PPI inh: -72

How did CC(NC(=O)C12CC3CC(CC(C3)C1)C2)C(=O)NC1CCCCC1 (stereo not given) do in these assays?
Pf apPOL inh: 2&-2; mHTT-CaM PPI inh: -2&1

Screens as filed in PubChem BioAssay.

This is a subset; the hit share may differ from the screen's.
